FUS yeast rescue: rescues growth of FUS-expressing yeast; AID 1347120; S. cerevisiae FUS-expressing, growth rescue, OD600, 24 h; Potency, µM (series often up to 76.6 µM), for inactives: top-dose growth rescue (activation), hits mostly activators; actives 0.24% (n = 390,000);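 further: plate controls were DMSO vehicle for no effect and reference control for full effect; nearly all actives have a fitted effect of over 55% in size; some results filed as inactive show a strong effect at the top dose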
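Galactose (2%) drives FUS expression in yeast precultured in raffinose; seeding density OD 0.005. Test compounds incubated 24hr at 30C and 99% humidity before absorbance at 600 nm was measured.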
Abeta yeast res: restores growth of yeast expressing A-beta42 peptide; AID 1347071; actives 0.063% (n = 410,000); Potency, µM (top dose mostly 46.1 µM), inactives show top-dose growth rescue, usual class: activators; yeast expressing A-beta42, growth rescue, OD600, 48 h; response scale: 0% DMSO, 100% iron-clioquinol control; further: nearly all actives have a fitted effect of over 55% in size
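Yeast growth medium received pinned compounds, then yeast cells expressing toxic A-beta were added; plates incubated at 30 C for 48 hr. Growth read as absorbance at 600 nm, normalized to DMSO and equimolar FeCl3 plus clioquinol controls.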
An asterisk follows results filed as active; ? = inconclusive. The call rests on the fitted dose curve; in most records, active means well fitted activation curve with a large enough effect; inconclusive means small, poorly fitted or top-dose-only effect; inactive means no such curve, though single readings can be large or run the other way. Potency means the concentration at half of the fitted maximal effect. These rows are one share of the data; rates above refer to the full screens.

Results follow in this order: FUS yeast rescue	Abeta yeast res
- CCC(=O)N1CCc2cc(S(=O)(=O)NC(CC(C)C)C(=O)NCCc3cccc(C)c3)ccc21 (centres undefined)
    6%	-3%
- COc1ccc(N(CC(=O)N2CCc3ccccc3C2)S(=O)(=O)c2ccc(C)cc2)cc1Cl
    37%	8%
- O=C(Nc1ccc2nc(SCCOc3ccccc3)sc2c1)c1ccccc1F
    3%	-21%
- CCC(=O)N1CCc2cc(Br)cc(S(=O)(=O)CCC(=O)NCCc3ccccc3Cl)c21
    29%	-24%
- COc1ccc(-c2noc(N3CCN(c4cccc(C)c4C)CC3)n2)cc1OC
    45%	-21%
- CCOc1ccc(CCNC(=O)c2nnc(Cc3cc(OC)c(OC)c(OC)c3)o2)cc1OCC
    10%	-4%
- CCc1nn(CC(=O)NCCc2ccc(Cl)cc2)c(=O)c2cc3c(OC)cccc3n12
    -26%	3%
- COc1cccc(NC(=O)C(=O)NCC(c2ccc3c(c2)OCO3)N2CCN(C)CC2)c1 (centres undefined)
    -4%	-20%
- CC(C)Cn1c(SCc2cccc(F)c2)nc2ccsc2c1=O
    8%	-8%
- CC(C(=O)Nc1cccc(C#N)c1)n1nc(-c2ccccc2)c2c(c1=O)CCCC2 (centres undefined)
    ?	18%
- Cc1c(C(=O)Nc2ccc(F)c(F)c2)oc2ccc(S(=O)(=O)N(C)C3CCCCC3)cc12
    5%	0%
- CCc1cccc(C)c1Nc1c(-c2cccc(O)c2)nc2cnccn12
    10%	0%
- Cc1cccc(-c2noc(CNC(=O)c3ccccc3Br)n2)c1
    -12%	-28%
- COc1ccccc1CNC(=O)C1CCN(S(=O)(=O)c2ccc3c(ccn3C)c2)CC1
    28%	-7%
- Cc1cc(C)cc(-n2c(-c3ccccc3)c(C)n3c4c(=O)n(C)c(=O)n(C)c4nc23)c1
    -5%	-10%
- CCn1ccc2c(OCC(=O)Nc3ccccc3C(F)(F)F)cccc2c1=O
    23%	-23%
- O=C(Cc1ccc(-c2ccccc2)cc1)NCCS(=O)(=O)N1CCN(c2ccccc2)CC1
    -6%	-14%
- CC(=O)c1ccc(NC(=O)CSc2nccn2Cc2ccc3c(c2)OCO3)cc1
    24%	-2%
- CCOC(=O)C1CCCN(c2cc(C)nc3c(-c4ccccc4OC)c(C)nn23)C1 (centres undefined)
    34%	-3%
- CC1=C(c2ccc(Cl)cc2)S(=O)(=O)N=C1N1CCN(c2cccc(C)c2)C(C)C1 (centres undefined)
    -30%	-3%
- COc1ccc(OCC(=O)NC2CC(=O)N(c3cccc(OC)c3)C2)cc1 (centres undefined)
    13%	-12%
- Cc1ccc(-c2nc3sc(CCNC(=O)c4ccc(F)c(F)c4)c(C)n3n2)cc1
    -25%	-18%
- COc1ccc(NC(=O)c2c(NCc3cccc(F)c3)sc3c2CCCC3)c(OC)c1
    39%	24%
- COc1ccc(-c2cc(C(F)(F)F)n3nc(C(=O)NCC45CC6CC(CC(C6)C4)C5)cc3n2)cc1
    -16%	-4%
- Cc1ccccc1OCC(=O)N(Cc1ccc(C(C)C)cc1)C1CCS(=O)(=O)C1 (centres undefined)
    ?	27%
- Cc1cccc(Nc2nnc(-n3nc(C)cc3C)c3ccccc23)c1
    20%	5%
- COC(=O)c1ccc(NC(=O)NCCn2nnc3cc(S(=O)(=O)N(C)C)ccc32)cc1
    11%	-1%
- CCCn1c2ccccc2c2cnn(CC(=O)N3CCN(c4ccccc4F)CC3)c(=O)c21
    29%	-9%
- COc1ccc(-c2cc(-c3ccccc3)nc(SCC(=O)Nc3ccccc3F)c2C#N)cc1
    5%	-10%
- CCOC(=O)c1ccc(NC(=O)CC(C)n2nc(C)cc2C)cc1 (centres undefined)
    5%	-6%
- Cc1cc(C)nc(NS(=O)(=O)c2ccc(NC(=O)c3nc(SC(C)C)ncc3Cl)cc2)n1
    ?	-7%
- CCc1ccc2ncc(S(=O)(=O)c3ccc(Cl)cc3)c(N3CCN(CC)CC3)c2c1
    -7%	0%
- COc1cccc(NC(=O)CC(C)S(=O)(=O)c2ccc3c(c2)NC(=O)CO3)c1 (centres undefined)
    4%	-14%
- CC1CCN(C(=O)c2ccc3c(c2)N(Cc2ccccc2F)C(=O)c2ccccc2S3(=O)=O)CC1
    1%	-6%
- Cc1cccc(N2CCN(C(=O)CCc3nnc4n(CC(C)C)c(=O)c5ccccc5n34)CC2)c1C
    27%	-15%
- COc1cc(OC)cc(-c2cc3nc(C)c(CCC(=O)NCc4ccc(Cl)cc4)c(C)n3n2)c1
    ?	-17%
- CN1CCc2c(sc3c2C(=O)NC(c2ccc(OC(=O)c4ccc(C(C)(C)C)cc4)cc2)N3)C1 (centres undefined)
    16%	-12%
- CCCN(CCC)S(=O)(=O)c1ccc2c(c1)N(CC(=O)NCc1ccc(F)cc1Cl)C(=O)CS2
    ?	0%
- NCCc1nc2cccnc2n1-c1ccccc1
    16%	-23%
- COc1ccc(CCNC(=O)c2cc3c(-c4ccc(OC)c(OC)c4)nn(C)c3s2)cc1OC
    ?	3%

A section of the results above, as a working copy:
Results follow in this order: FUS yeast rescue	Abeta yeast res
- CCC(=O)N1CCc2cc(S(=O)(=O)NC(CC(C)C)C(=O)NCCc3cccc(C)c3)ccc21 (centres undefined)
    6%	-3%
- COc1ccc(N(CC(=O)N2CCc3ccccc3C2)S(=O)(=O)c2ccc(C)cc2)cc1Cl
    37%	8%

Profiles as entered above. Values in the order: FUS yeast rescue	Abeta yeast res
COc1ccc(NC(=O)c2c(NCc3cccc(F)c3)sc3c2CCCC3)c(OC)c1 is listed with 39%	24%
Cc1ccccc1OCC(=O)N(Cc1ccc(C(C)C)cc1)C1CCS(=O)(=O)C1 (centres undefined) is listed with ?	27%
Cc1ccc(-c2nc3sc(CCNC(=O)c4ccc(F)c(F)c4)c(C)n3n2)cc1 is listed with -25%	-18%
COc1cccc(NC(=O)CC(C)S(=O)(=O)c2ccc3c(c2)NC(=O)CO3)c1 (centres undefined) is listed with 4%	-14%
CCCn1c2ccccc2c2cnn(CC(=O)N3CCN(c4ccccc4F)CC3)c(=O)c21 is listed with 29%	-9%

Ordered by formula weight (rising): part of the list above
Results follow in this order: FUS yeast rescue	Abeta yeast res
- COc1ccc(NC(=O)c2c(NCc3cccc(F)c3)sc3c2CCCC3)c(OC)c1
    39%	24%
- COc1ccc(-c2cc(C(F)(F)F)n3nc(C(=O)NCC45CC6CC(CC(C6)C4)C5)cc3n2)cc1
    -16%	-4%
- CC1CCN(C(=O)c2ccc3c(c2)N(Cc2ccccc2F)C(=O)c2ccccc2S3(=O)=O)CC1
    1%	-6%

Next part:
Results follow in this order: FUS yeast rescue	Abeta yeast res
- Clc1cccc(-n2ncc3c(Nc4ccc5c(c4)OCCO5)ncnc32)c1
    -31%	-7%
- CCOc1ccc(CCNc2ncnc3onc(-c4ccc(Cl)cc4)c23)cc1
    27%	2%
- CN1C(=O)c2ccccc2Sc2ccc(NC(=O)N3CCN(c4ccccc4)CC3)cc21
    ?	-8%
- Cc1cc(C)cc(-n2c(SCC(=O)NCC3CCCO3)nc3c([nH]c4ccccc43)c2=O)c1 (centres undefined)
    -1%	6%
- COc1ccc(CNC(=O)CS(=O)Cc2nc(-c3cccc(C)c3)oc2C)cc1 (centres undefined)
    33%	-5%
- COc1ccc(CCNC(=O)Cn2nc(C)n3c(cc4occc43)c2=O)cc1OC
    7%	-24%
- Cc1ccc(CN2CCSc3ccc(C(=O)N4CCN(c5cccc(C)c5C)CC4)cc32)cc1
    9%	-8%
- COc1ccc(-c2nnc(SCCOc3ccccc3C)o2)cc1OC
    22%	-15%
- CCOc1ccc(NC(=O)c2cc(S(=O)(=O)N3CCC(C)CC3)cn2C)cc1
    1%	-13%
- COc1ccc(C2c3c(n(C)c4ccccc34)C(=O)N2CC(=O)Nc2cc(Cl)ccc2C)cc1 (centres undefined)
    2%	-8%
- COc1cc2c(=O)n(Cc3ccco3)c(=O)n(CC(=O)Nc3ccc(F)cc3)c2cc1OC
    16%	5%
- CCOC(=O)c1c(NC(=O)c2cc3ccccc3c(=O)o2)sc2c1CCC(C(C)(C)C)C2 (centres undefined)
    27%	1%
- O=C(Cn1ncc2ccsc2c1=O)N1CCN(c2ccccc2F)CC1
    -12%	-20%
- CC(Sc1nc(=O)cc(N)n1CCc1ccccc1)C(=O)Nc1cccc(Cl)c1 (centres undefined)
    44%	1%
- CN(Cc1ccccc1)c1ccc(-c2nc(-c3ccncc3)no2)cc1[N+](=O)[O-]
    36%	-30%
- COc1ccc(Oc2ncnc3c2oc2ccccc23)cc1
    -10%	-14%
- COc1cc(OC)c(NC(=O)N2CCc3c(sc4c3CCCC4)C2c2ccccc2)cc1Cl (centres undefined)
    40%	-26%
- Cc1ccccc1NC(=O)CSc1c(C(C)C)cnc2c1c(=O)n(C)c(=O)n2C
    -1%	-9%
- Cc1ccc(Cl)cc1N1CCN(C(=O)c2cn(C3CCCCC3)c(=O)c3c2c2ccccc2n3C)CC1
    -36%	-6%
- CCc1ccc(NC(=O)Cn2c(=O)n(Cc3ccc(C)cc3)c(=O)c3cccnc32)cc1
    -2%	-18%
- Cc1cc(C)cc(NC(=O)CN(c2cc(C(F)(F)F)ccc2Cl)S(=O)(=O)c2ccccc2)c1
    -10%	-4%
- COc1ccc(-c2cc(NCc3ccc(F)cc3)n3cnnc3n2)cc1
    25%	-4%
- COc1ccc(N2CCN(C(CNC(=O)c3ccc(C)cc3)c3ccc4c(c3)OCO4)CC2)cc1 (centres undefined)
    41%	0%
- CCN(CC)C(=O)c1sc2c(c1C)c(=O)n(-c1ccc(OC)cc1OC)c(=O)n2Cc1cc(C)ccc1C
    2%	-13%
- COc1ccc(CCN2C(=O)N(c3ccccc3)C(=O)C2CC(=O)Nc2ccccc2)cc1 (centres undefined)
    29%	-1%
- Cc1cc(N2CCN(C)CC2)nc2ccc(NC(=O)Nc3ccc(F)cc3F)cc12
    -4%	-13%
- O=C(CSC1=Nc2ccccc2C2=NC(Cc3ccccc3)C(=O)N12)Nc1ccccc1C(F)(F)F (centres undefined)
    ?	3%
- COCCc1nn2c(=O)cc(COC(=O)c3ccco3)nc2s1
    1%	-18%
- COc1ccc(NC(=O)CCCc2nnc3n(C(C)C)c(=O)c4sccc4n23)cc1Cl
    -10%	-3%
- COc1ccccc1N1CCN(c2ncc3c(n2)CCN(Cc2ccccc2C)C3)CC1
    -27%	-1%
- CC(C)Sc1ncc(Cl)c(C(=O)N(Cc2ccc(F)cc2)C2CCS(=O)(=O)C2)n1 (centres undefined)
    38%	-14%
- COc1ccc(Cn2ccc3nc(C)c(C(=O)Nc4ccc(OC(F)(F)F)cc4)cc3c2=O)cc1
    7%	-10%
- COc1ccccc1NC(=O)c1c(NC(=O)c2ccccc2F)sc2c1CCC2
    8%	-8%
- CCN(CC)CCNC(=O)CCn1c(=O)c2cccn2c2cccnc21
    -20%	-9%
- Cc1ccccc1Nc1sc(C(=O)c2ccc3c(c2)OCO3)c(N)c1S(=O)(=O)c1ccccc1
    7%	-16%
- COc1ccccc1C(=O)N1c2ccccc2C(C)(c2ccc(Cl)cc2)CC1(C)C (centres undefined)
    ?	-9%
- CCc1ccccc1NC(=O)Cn1nc(C)c2nn(-c3ccc(Cl)cc3)c(C)c2c1=O
    ?	-4%
- CC(C)c1nc2ccc(C(=O)NCc3ccccc3Br)cc2o1
    23%	19%
- Fc1ccc(Nc2nc3ccccc3c3nncn23)c(Cl)c1
    -9%	0%
- Cc1cc(C)c2c(-n3cccc3)c(C(=O)NCCc3ccccc3)sc2n1
    13%	-13%
- O=C(Nc1cccc(-c2nc3ccccc3o2)c1)c1cccc2c(Cl)cccc12
    -18%	-12%
- COc1ccc(-c2nnc(Nc3ccc(OC)c(C(N)=O)c3)c3ccccc23)cc1
    1%	-20%
- CN(CC(=O)Nc1ccc(OC(F)(F)F)cc1)S(=O)(=O)c1ccc2c(c1)CCC(=O)N2
    15%	-7%
- Cc1ccc(-c2cn3cccnc3n2)cc1NC(=O)Cc1ccccc1
    -14%	-20%
- COc1ccc(C(=O)NCC(c2cccnc2)N2CCN(c3ccc(F)cc3)CC2)cc1 (centres undefined)
    -1%	24%
- CCOC(=O)c1ccc(NC(=O)C2Cc3ccccc3C(=O)O2)cc1 (centres undefined)
    -2%	15%
- CCn1cc(C(=O)N2CCN(c3ccccc3)CC2)c(=O)c2cc(S(=O)(=O)N3CCC(C)CC3)ccc21
    42%	16%
- CCOc1ccc(CNC(=O)c2ccc3c(c2)c(C)c(C)n3Cc2ccccc2)cc1OC
    44%	-9%
- CCCCN(CCCC)CCNC(=O)Cn1nc(CC)n2c(cc3sc(C)cc32)c1=O
    20%	-13%
- Cc1[nH]c2ccc(C(=O)N3CCN(c4ccccc4F)CC3)cc2c1C
    ?	1%
- Cc1cccc(C)c1OCC(=O)NCC1(N2CCOCC2)CCCCC1
    -4%	-11%
- Cn1cc(S(=O)(=O)N2CCCCC2)cc1C(=O)Nc1ccc(OC(F)(F)F)cc1
    11%	-16%
- COc1cccc(NC(=O)Cn2c(=O)cc(C)c3c(C)nn(-c4cccc(F)c4)c32)c1
    -21%	-7%
- CC(C)(C)c1ccc(OCc2cc(=O)n3c4c(sc3n2)CCCC4)cc1
    -27%	8%

From PubChem BioAssay
